DAGLB inh: diacylglycerol lipase beta (human) inhibition. inhibition, % at 5.17 µM. 340,000 tested, 0.059% active. Q8NCG7. HEK293T DAGLB membrane lysate, EnzChek fluorogenic substrate. AID 504411; in the data active = inhibition above about 34%;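 also: 0% = enzyme with vehicle and 100% = wells lacking enzyme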
Target sequence (Q8NCG7 whole entry, looked up): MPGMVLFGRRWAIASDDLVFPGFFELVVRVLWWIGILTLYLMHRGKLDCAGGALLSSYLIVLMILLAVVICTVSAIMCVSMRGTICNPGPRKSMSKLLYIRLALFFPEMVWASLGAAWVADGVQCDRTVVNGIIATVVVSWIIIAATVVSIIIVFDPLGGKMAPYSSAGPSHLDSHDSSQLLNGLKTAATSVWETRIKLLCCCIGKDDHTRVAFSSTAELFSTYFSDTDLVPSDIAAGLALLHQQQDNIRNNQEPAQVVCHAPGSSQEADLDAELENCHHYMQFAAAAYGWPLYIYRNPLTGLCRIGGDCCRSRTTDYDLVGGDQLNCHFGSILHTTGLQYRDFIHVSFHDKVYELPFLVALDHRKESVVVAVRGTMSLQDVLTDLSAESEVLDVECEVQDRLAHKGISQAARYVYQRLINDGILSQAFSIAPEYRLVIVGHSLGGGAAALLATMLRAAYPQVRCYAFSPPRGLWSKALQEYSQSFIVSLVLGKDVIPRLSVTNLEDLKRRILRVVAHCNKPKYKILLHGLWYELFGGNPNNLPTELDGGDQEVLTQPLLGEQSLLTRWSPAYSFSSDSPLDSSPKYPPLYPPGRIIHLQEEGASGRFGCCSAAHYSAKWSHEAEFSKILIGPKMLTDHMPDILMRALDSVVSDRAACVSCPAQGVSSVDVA
SR-BI HDL uptake: mouse SR-BI HDL lipid transfer inhibition; ldlA[mSR-BI] CHO cells, DiI-HDL uptake fluorescence, 3 h; 320,000 tested, 0.96% active; Q61009; inhibition, % at 12.5 µM;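 active = mean replicate inhibition of at least 70% and a set share of replicates each scoring 70 or more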;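 also: 0% = median of neutral control wells and 100% = median of positive control wells; values of inactives mirror those of a sister screen read the other way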
NSD2 HMT inh: NSD2 (human) methyltransferase inhibition; O96028; 310,000 tested, 0.54% active; inhibition, % at 12.5 µM; NSD2 peptide methylation, AlphaScreen, 120 min; in the data active = inhibition above about 50%
Cardiac RTF inh: cardiac RTF calcium desensitization; inhibition, % at 7.15 µM; AID 493244; IANBD-labeled cardiac RTF, Ca2+ fluorescence; 340,000 tested, 0.12% active; P19429+P45379;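 active = inhibition above the mean inhibition of all tested compounds plus 3 SD, cut at about 17% in these data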;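 also: assay run at fixed EC70 calcium of 1.6 mM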
PKA-R2B activ: activators of human PKA-R2B complex. P22694+P31323. PKA-R2B holoenzyme dissociation, Cy5-IP20 fluorescence polarization; R2B truncated from residue 108, S112A mutant; 0% DMSO only, 100% 113 µM cGMP. activation, % at 11.4 µM. 340,000 tested, 0.079% active;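 active = activation above a cutoff set at the mean over all compounds plus 3 SD, cut at about 18% in these data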;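 also: higher means more holoenzyme dissociation and a rise in polarization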
Target sequence (P31323 whole entry, looked up, other chains not shown, the tested form may be a part): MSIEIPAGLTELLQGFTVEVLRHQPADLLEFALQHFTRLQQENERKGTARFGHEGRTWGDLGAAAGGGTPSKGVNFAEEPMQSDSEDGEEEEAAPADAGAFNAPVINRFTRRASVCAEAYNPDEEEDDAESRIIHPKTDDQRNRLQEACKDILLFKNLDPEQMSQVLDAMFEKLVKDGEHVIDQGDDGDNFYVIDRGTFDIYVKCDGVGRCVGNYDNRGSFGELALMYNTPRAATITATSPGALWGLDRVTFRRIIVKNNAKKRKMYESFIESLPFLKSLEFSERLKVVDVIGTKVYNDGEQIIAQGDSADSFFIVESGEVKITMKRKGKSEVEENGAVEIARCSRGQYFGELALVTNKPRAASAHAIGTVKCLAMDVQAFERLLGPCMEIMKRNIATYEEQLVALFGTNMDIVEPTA
PvdQ acylase: P. aeruginosa PvdQ acylase inhibition | purified PvdQ acylase, fluorescence plate reader | inhibition, % at 10 µM | 340,000 tested, 0.063% active; in the data active = inhibition above about 30%, passing the limit was not always enough;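 also: 0% = vehicle neutral wells and 100% = reference inhibitor wells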
SR-BI DiI-HDL act: enhances SR-BI lipid uptake from DiI-HDL | CHO ldlA[mSR-BI] cells, DiI-HDL uptake fluorescence, 3 h; 100 = double the neutral-control signal | 320,000 tested, 0.096% active | AID 504775 | activation, % at 12.5 µM;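 active = mean replicate activation of at least 60% and every replicate at or above 60%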;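 also: 0% = median plate neutral-control signal and 100% = twice that signal; values of inactives mirror those of a sister screen read the other way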
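Material: SR-BI-overexpressing, LDLR-lacking CHO cells | Dosing: Single compound concentration, delivered by pin transfer | Probe or stimulus: Labelled HDL, 10 µg/mL | Signal: Bottom-read cell fluorescence after medium removal, ex 550/em 595 nm | Schedule: 3 h, 37 °C | Evaluation: HDL uptake via cellular fluorescence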
Arr AP2 block: blocks beta-arrestin peptide binding to AP2 adaptin; 340,000 tested, 0.31% active; AID 504490; FITC-arrestin peptide / GST-AP2 beads, flow cytometry; AP2 beta2 appendage carries R879A mutation; inhibition, % at 10 µM;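 active = inhibition above a set limit, near 3 SD of compounds lacking own fluorescence, cut at about 54% in these data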;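 also: plate controls were DMSO wells for no effect and 5 µM unlabelled arrestin peptide for full effect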
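Assay system: GST-AP2 R879A bound to glutathione beads, E. coli-expressed; Medium: PBS with 0.05% Tween 20 and 0.1% BSA; Also added: fluorescein-tagged arrestin peptide at 50 nM final; Timing: 12 min plus 1 h, RT; Measured by: flow cytometry, FL1 (488/535 nm); Evaluation: percent drop in bead-associated FITC signal.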
LANA DNA inh: KSHV C-LANA DNA binding inhibition | MBP-C-LANA/FAM-LBS DNA binding, fluorescence polarization | inhibition, % at 9 µM | 340,000 tested, 0.078% active | AID 504423;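 active = highest replicate inhibition at or above 60% at 9 µM, even if other replicates fall short; inactive = all replicates below 60% inhibition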;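 also: 0% = neutral control wells and 100% = 4 µM acridine orange control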
Keap1 Nrf2 FP: Keap1-Nrf2 (human) interaction inhibition; inhibition, % at 9.4 µM; Q14145; Keap1 Kelch-Nrf2 peptide fluorescence polarization, 1536-well; 340,000 tested, 0.15% active; in the data active = inhibition above about 12%;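 also: human Keap1 Kelch domain with fluorescein labeled Nrf2 9mer peptide probe; 0% = neutral control wells and 100% = peptide positive control; higher means more block of Keap1 binding to Nrf2 peptide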
* = called active by the depositor; · = no result given.

SMILES,DAGLB inh,SR-BI HDL uptake,NSD2 HMT inh,Cardiac RTF inh,PKA-R2B activ,PvdQ acylase,SR-BI DiI-HDL act,Arr AP2 block,LANA DNA inh,Keap1 Nrf2 FP
CC(=O)N1N=C(c2ccco2)CC1c1cc2ccc(C)cc2nc1Cl (stereo not drawn),-4,·,-7,5,0,-9,·,-17,0.4,-5
CSc1ccc(/C=C(\C#N)C(=O)Nc2cccc(C)c2)cc1,-3,9,0,-8,-1,-10,-9,-7,-0.5,3
COc1cc(/C=N/NC(=O)c2ccoc2C)ccc1O,0,-24,-1,-11,-6,-7,24,-2,1.0,2
COc1ccc(C)cc1S(=O)(=O)N(CC(N)=O)Cc1ccccc1,-5,0,0,2,6,8,0,1,-0.4,0
CCOC(=O)C1=C(c2ccccc2)OC(N)=C(C#N)C1c1ccc(Cl)s1 (stereo not drawn),0,-6,-4,-13,-11,0,6,9,3.9,1
Cc1c(C)n(CC(O)CN2CCN(C)CC2)c2ccccc12 (stereo not drawn),0,-11,5,-5,-3,-9,11,-4,0.2,0
Cc1ccc(C(=O)NCCCNC(=O)c2ccccn2)cc1,2,8,·,-6,-7,-3,-8,-1,-0.5,-6
CC(C)NC(=O)c1ccccc1NC(=O)CS(=O)(=O)Cc1ccccc1,-1,-14,-2,-10,-9,-20,14,-5,1.4,-2
CN(CC(=O)NC1CC1)S(=O)(=O)c1cc(Cl)ccc1Cl,-2,4,4,-3,-2,2,-4,10,-1.1,-5
CC(C)(C)C1CCc2onc(C(=O)NCc3ccc(F)cc3)c2C1 (stereo not drawn),-3,17,17,-4,-1,-9,-17,4,0.3,-2
CCS(=O)(=O)n1nc(-c2ccco2)nc1N,-2,-5,-1,-7,-1,1,5,12,0.4,0
NC(N)=Nc1nc(-c2ccccc2)c2ccccc2n1,1,3,21,-3,-2,-14,-3,4,-4.9,-3
O=C(Oc1c(Cl)cc(Cl)c2cccnc12)c1cccc([N+](=O)[O-])c1,-1,-17,·,-1,-12,0,17,·,-0.9,-3
Cc1[nH]c2ccccc2c1SCC(=O)N1CCOCC1,1,-24,·,-1,-1,6,24,23,1.7,-5
CC(C)CCNS(=O)(=O)c1ccc(-c2ccc(S(=O)(=O)NCCC(C)C)cc2)cc1,0,-12,-1,1,-1,-7,12,-6,-1.7,1
COc1cccc(N=Cc2c(O)c3ccccc3oc2=O)c1,-4,-20,-8,-4,-7,-8,20,27,5.4,-5
O=C(c1ccc(N2CCN(C(=O)c3cccc(F)c3)CC2)cc1)c1cccc(F)c1,0,34,29,-5,-4,-7,-34,5,-0.9,-3
O=C(CCc1ccc(S(=O)(=O)N2CCOCC2)cc1)Nc1nc(COc2ccccc2)cs1,-4,36,0,-4,-4,-24,-36,2,4.8,-3
CC(C)(C)C1CCC(=O)N(CCC#N)CC1 (stereo not drawn),-3,-7,·,-16,-5,-12,7,20,1.3,-4
CCOc1cc(/C=N/NC(=O)CN2CCOCC2)ccc1OCc1ccccc1,0,9,-1,4,-10,-4,-9,-1,-1.5,0
COc1ccc(-n2nc(C(=O)NCC(=O)N3CCN(C)CC3)c3ccccc3c2=O)cc1OC,-1,-10,-6,3,10,4,10,-2,-2.1,3
COc1ccc(C(C(=O)NC2CCCC2)N(C(=O)c2ccco2)c2cc3c(cc2C(C)=O)OCO3)cc1 (stereo not drawn),-1,4,0,9,-7,1,-4,9,27,1
S=C(NCc1cccnc1)Nc1ccc(Cl)cc1Cl,-1,-2,-1,2,-12,9,2,19,0.6,2
N#Cc1cccc(OC(=O)c2ccc3c(=O)n4c(nc3c2)CCC4)c1,-2,9,1,-6,-10,-10,-9,1,1.1,-4
O=C(Nc1ccc([N+](=O)[O-])cc1Br)c1cccnc1,1,4,0,-2,-10,-4,-4,-1,3.9,0
CC1CCN(CCC(=O)Nc2ccc3c(c2)CCC3)CC1,-2,4,1,-8,1,-7,-4,-8,-0.4,-4
Cc1ccc(S(=O)(=O)N2CCN(C(=O)N3CCOCC3)CC2)c(C)c1,0,-37,-1,-12,1,-12,37,17,2.7,3
CC(C)c1nnc(NC(=O)C2CCCN2S(=O)(=O)c2ccc(Cl)cc2)s1 (stereo not drawn),0,-22,-12,5,1,-3,22,24,-0.3,-1
CCN(C(=O)CSc1nc2ccc(O)cc2c(=O)n1-c1ccc(OC)c(OC)c1)C1CCS(=O)(=O)C1 (stereo not drawn),2,-18,-1,-2,3,-10,18,-2,-3.9,0
COC(=O)CCC(=O)NNC(=O)c1ccc(Cl)cc1Cl,-1,-11,4,-1,-3,-14,11,1,1.2,-4
O=C(COC(=O)c1ccc(OC(F)F)cc1)NCc1cccs1,0,-14,6,-4,6,-8,14,-8,-1.6,-6
CCOc1ccc(CN2CCNC(=O)C2CC(=O)NCCCC2CCCC2)cc1 (stereo not drawn),3,11,0,-14,2,-13,-11,-15,0.0,-3
COc1ccc2cc(C(=O)OC(C)C)sc(=O)c2c1OC,-9,42,-2,0,-4,-8,-42,2,-0.6,-1
Cc1ccccc1NC(=O)C(Cc1ccccc1)n1cccc1 (stereo not drawn),-3,18,-1,2,4,3,-18,4,-1.4,1
CCC(CC)NC(=O)c1cc([N+](=O)[O-])ccc1N1CCOCC1,-3,-25,-2,-8,-1,-10,25,9,-1.6,-6
FC(F)(F)c1ccc(-c2nnc(-c3cccnc3)o2)cc1,-3,-6,-1,1,-5,7,6,47,0.5,-1
CCCS(=O)(=O)C(=C(Nc1ccc(OC)cc1)Nc1ccc(OC)cc1)S(=O)(=O)CCC,2,-36,-3,-2,6,-14,36,-8,1.5,-5
CC(C)C[C@H](NC(=O)N1CCn2c1nc1ccccc12)C(=O)NCC1CCCO1 (stereo partly drawn),-4,3,0,-7,15,-4,-3,-5,1.1,-2
Cn1c(=O)c2c(nc(SCC(=O)c3cccs3)n2Cc2ccc(F)cc2)n(C)c1=O,-4,1,-2,2,-13,13,-1,8,-0.9,-3
O=c1c(C(c2ccc(O)cc2)c2c(O)nc3n(c2=O)CCCS3)c(O)nc2n1CCCS2,-2,-14,7,0,0,-14,14,2,-0.2,1
CC1CCCN(C(=O)CNC(=O)c2sc3ccccc3c2Cl)C1 (stereo not drawn),-6,-3,0,-5,-1,-1,3,4,0.5,0
COCC(C)NC(=S)NCCc1ccc(Cl)cc1Cl (stereo not drawn),-2,34,7,2,-17,-21,-34,-10,-1.2,-5
COc1ccc(C(C(=O)NC2CCCCC2)N(C(=O)CCl)c2ccc(C)cc2)cc1 (stereo not drawn),6,-36,1,2,-2,-7,36,-2,0.1,-3
COCCn1c(SCC(=O)c2ccc(F)cc2)nnc1C(C)C,0,0,-6,-5,-8,-10,0,3,0.2,-3
O=c1[nH]cnc2sc3c(c12)CN(Cc1ccccc1)CC3,-1,20,2,-20,-7,-3,-20,7,0.3,0
CCOC(=O)N1CCN(C(=O)c2cccc(S(=O)(=O)Nc3ccccc3Cl)c2)CC1,-2,7,0,-6,-9,-15,-7,-13,-1.8,-6
O=C(CN1CCCCC1)Nc1cccc(Cl)c1Cl,-4,-12,-2,-9,6,-15,12,11,-0.1,-2
CCCCn1c(=O)n(Cc2cccc(F)c2)c(=O)c2c1ncn2Cc1ccco1,-8,0,2,-6,-6,-16,0,-4,-0.6,-5
CC(=O)NC1C(=O)N=C(SCC(=O)NC2CCCCC2)NC1=O (stereo not drawn),0,-9,0,-1,1,-4,9,2,3.8,-3
O=C(COC(=O)CCSc1ccc(F)cc1)NCc1ccc(F)cc1,-6,-6,0,5,-12,3,6,13,1.3,-6

(cont.)
SMILES,DAGLB inh,SR-BI HDL uptake,NSD2 HMT inh,Cardiac RTF inh,PKA-R2B activ,PvdQ acylase,SR-BI DiI-HDL act,Arr AP2 block,LANA DNA inh,Keap1 Nrf2 FP
Cc1c(C)n(-c2ccccc2)c2ncnc(NCCCN(C)C)c12,-3,7,11,6,8,0,-7,25,-0.2,1
COc1ccc(C2C(C#N)=C(C)NC3=C2C(=O)c2ccccc23)cc1 (stereo not drawn),-1,21,14,-9,-4,-8,-21,8,-0.6,-6
O=C(/C=C/c1ccccc1[N+](=O)[O-])N1CCN(c2ccccc2F)CC1,-10,7,·,-1,-11,-17,-7,-6,1.6,-2
Cn1c(=O)c2c(nc(Br)n2Cc2ccccc2Cl)n(C)c1=O,-2,0,-2,-7,8,-9,0,-4,-1.5,-3
CCOCCn1ccc2c(OCC(=O)Nc3ccccc3F)cccc2c1=O,-10,-1,-3,0,-5,-5,1,-3,-2.4,-1
O=S(=O)(c1ccc(Cl)nc1)N1CCC(Cc2ccccc2)CC1,-4,19,-3,0,8,-20,-19,-7,0.0,-2
Cc1ccccc1-c1nn(-c2ccc(F)cc2F)cc1CNC1CC1,·,17,-3,·,·,-12,-17,-13,0.0,3
CC(C)(C)c1nnc2sc(SCC(=O)c3cccs3)nn2c1=O,-5,1,2,-11,-4,-17,-1,-4,1.4,-6
Cc1ccc(NC(=O)c2ncn(CC(=O)NCc3ccc4c(c3)OCO4)n2)cc1C,-5,-30,·,-4,-6,15,30,7,-3.3,-1
Cc1cc2ccccc2c(=O)n1CC(=O)NC1CCCCCC1,3,12,-3,-13,-6,-1,-12,20,-3.5,1

Compound profiles (already shown). Values in the order: DAGLB inh	SR-BI HDL uptake	NSD2 HMT inh	Cardiac RTF inh	PKA-R2B activ	PvdQ acylase	SR-BI DiI-HDL act	Arr AP2 block	LANA DNA inh	Keap1 Nrf2 FP
O=S(=O)(c1ccc(Cl)nc1)N1CCC(Cc2ccccc2)CC1 in the list: -4	19	-3	0	8	-20	-19	-7	0.0	-2
Cc1ccccc1-c1nn(-c2ccc(F)cc2F)cc1CNC1CC1 in the list: ·	17	-3	·	·	-12	-17	-13	0.0	3

Remaining list, next part:
SMILES,DAGLB inh,SR-BI HDL uptake,NSD2 HMT inh,Cardiac RTF inh,PKA-R2B activ,PvdQ acylase,SR-BI DiI-HDL act,Arr AP2 block,LANA DNA inh,Keap1 Nrf2 FP
CC1(C)CC(NC(=O)c2sc3cc(Cl)ccc3c2Cl)CC(C)(C)N1,-1,-3,1,-5,6,-3,3,2,0.0,5
O=c1c2sc3nc(N4CCOCC4)c4c(c3c2nnn1Cc1ccccc1)CCCC4,-4,-17,·,-6,-8,3,17,10,-0.4,-3
O=C(CC1c2ccccc2Oc2ccccc21)NCc1ccco1,-6,17,0,-9,-3,5,-17,27,3.5,3
CCN(CC)c1nc2c(c(=O)[nH]c(=O)n2C)n1Cc1ccccc1,4,-16,4,3,-1,-3,16,2,-1.0,-6
CCO[C@@H]1OC(C(=O)N2CCN(Cc3ccccc3)CC2)=C[C@H](C)[C@H]1CCCO,0,-13,·,2,-2,-7,13,4,-1.1,-2
COc1ccc(NS(=O)(=O)c2cccc(C(=O)NCC(c3ccccc3OC)N3CCCC3)c2)cc1 (stereo not drawn),0,-11,4,-8,3,-10,11,-20,-1.8,3

Screening data (PubChem)

Rows are unselected; about 2.1% have a hit in one of these screens.
